Compound activity: PubChem BioAssay, several laboratories
SR-BI uptake up = activators of SR-BI mediated HDL lipid uptake. CHO ldlA[mSR-BI] cells, DiI-HDL uptake fluorescence, 3 h; 100 = double the neutral-control signal. activation, % at 12.5 µM. hit rate 0.096% among 320,000. AID 504775;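 active means mean replicate activation of at least 60% and every replicate at or above 60%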;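 further: 0% = median plate neutral-control signal and 100% = twice that signal; values of inactives mirror those of a sister screen read the other way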
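material = CHO ldlA[mSR-BI] cells | medium = Ham's F12 with 0.5% BSA, HEPES 25 mM, pH 7.4 | reagent = fluorescent DiI-HDL, 10 µg/mL final | compound dosing = single-point compound dose | incubation = 3 h, 37 °C | measured by = bottom-read fluorescence, 550/595 nm | measure = HDL uptake via cellular fluorescence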
Arr AP2 block = human beta-arrestin and AP2 interaction inhibition | FITC-arrestin peptide / GST-AP2 beads, flow cytometry; AP2 beta2 appendage carries R879A mutation | inhibition, % at 10 µM | hit rate 0.31% among 340,000;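 active means inhibition above a set limit, near 3 SD of compounds lacking own fluorescence, cut at about 54% in these data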;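 further: plate controls were DMSO wells for no effect and 5 µM unlabelled arrestin peptide for full effect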
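Measured by: flow cytometry, FL1 (488/535 nm); Material: AP2 appendage R879A on GSH beads; Evaluation: percent response; Timing: pre-incubation 12 min, peptide binding 1 h, room temperature; Also added: 50 nM FITC-arrestin peptide; Medium: PBS with 0.05% Tween 20 and 0.1% BSA.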
Cardiac RTF inh = cardiac RTF calcium desensitization. IANBD-labeled cardiac RTF, Ca2+ fluorescence. inhibition, % at 7.15 µM. hit rate 0.12% among 340,000;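 active means inhibition above the mean inhibition of all tested compounds plus 3 SD, cut at about 17% in these data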;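 further: assay run at fixed EC70 calcium of 1.6 mM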
Keap1 Nrf2 FP = Keap1-Nrf2 (human) interaction inhibition; Q14145; Keap1 Kelch-Nrf2 peptide fluorescence polarization, 1536-well; hit rate 0.15% among 340,000; AID 504523; inhibition, % at 9.4 µM; in the data active means inhibition above about 12%;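 further: human Keap1 Kelch domain with fluorescein labeled Nrf2 9mer peptide probe; 0% = neutral control wells and 100% = peptide positive control; higher means more block of Keap1 binding to Nrf2 peptide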
DAGLB inhibitor = diacylglycerol lipase beta (human) inhibition; Q8NCG7; HEK293T DAGLB membrane lysate, EnzChek fluorogenic substrate; inhibition, % at 5.17 µM; hit rate 0.059% among 340,000; AID 504411; in the data active means inhibition above about 34%;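 further: 0% = enzyme with vehicle and 100% = wells lacking enzyme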
PKA-R2B activ = PKA-R2B complex activation. P22694+P31323. PKA-R2B holoenzyme dissociation, Cy5-IP20 fluorescence polarization; R2B truncated from residue 108, S112A mutant; 0% DMSO only, 100% 113 µM cGMP. activation, % at 11.4 µM. hit rate 0.079% among 340,000. AID 504700;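 active means activation above a cutoff set at the mean over all compounds plus 3 SD, cut at about 18% in these data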;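 further: higher means more holoenzyme dissociation and a rise in polarization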
PvdQ acylase = blocks Pseudomonas aeruginosa PvdQ acylase activity. purified PvdQ acylase, fluorescence plate reader. inhibition, % at 10 µM. hit rate 0.063% among 340,000. AID 488965; in the data active means inhibition above about 30%, passing the limit was not always enough;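 further: 0% = vehicle neutral wells and 100% = reference inhibitor wells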
SR-BI HDL uptake = mouse SR-BI HDL lipid transfer inhibition. AID 488896. ldlA[mSR-BI] CHO cells, DiI-HDL uptake fluorescence, 3 h. hit rate 0.96% among 320,000. inhibition, % at 12.5 µM;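 active means mean replicate inhibition of at least 70% and a set share of replicates each scoring 70 or more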;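 further: 0% = median of neutral control wells and 100% = median of positive control wells; values of inactives mirror those of a sister screen read the other way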
NSD2 inh = blocks human histone methyltransferase NSD2 | O96028 | NSD2 peptide methylation, AlphaScreen, 120 min | hit rate 0.54% among 310,000 | inhibition, % at 12.5 µM; in the data active means inhibition above about 50%
Target sequence (O96028 whole entry, looked up): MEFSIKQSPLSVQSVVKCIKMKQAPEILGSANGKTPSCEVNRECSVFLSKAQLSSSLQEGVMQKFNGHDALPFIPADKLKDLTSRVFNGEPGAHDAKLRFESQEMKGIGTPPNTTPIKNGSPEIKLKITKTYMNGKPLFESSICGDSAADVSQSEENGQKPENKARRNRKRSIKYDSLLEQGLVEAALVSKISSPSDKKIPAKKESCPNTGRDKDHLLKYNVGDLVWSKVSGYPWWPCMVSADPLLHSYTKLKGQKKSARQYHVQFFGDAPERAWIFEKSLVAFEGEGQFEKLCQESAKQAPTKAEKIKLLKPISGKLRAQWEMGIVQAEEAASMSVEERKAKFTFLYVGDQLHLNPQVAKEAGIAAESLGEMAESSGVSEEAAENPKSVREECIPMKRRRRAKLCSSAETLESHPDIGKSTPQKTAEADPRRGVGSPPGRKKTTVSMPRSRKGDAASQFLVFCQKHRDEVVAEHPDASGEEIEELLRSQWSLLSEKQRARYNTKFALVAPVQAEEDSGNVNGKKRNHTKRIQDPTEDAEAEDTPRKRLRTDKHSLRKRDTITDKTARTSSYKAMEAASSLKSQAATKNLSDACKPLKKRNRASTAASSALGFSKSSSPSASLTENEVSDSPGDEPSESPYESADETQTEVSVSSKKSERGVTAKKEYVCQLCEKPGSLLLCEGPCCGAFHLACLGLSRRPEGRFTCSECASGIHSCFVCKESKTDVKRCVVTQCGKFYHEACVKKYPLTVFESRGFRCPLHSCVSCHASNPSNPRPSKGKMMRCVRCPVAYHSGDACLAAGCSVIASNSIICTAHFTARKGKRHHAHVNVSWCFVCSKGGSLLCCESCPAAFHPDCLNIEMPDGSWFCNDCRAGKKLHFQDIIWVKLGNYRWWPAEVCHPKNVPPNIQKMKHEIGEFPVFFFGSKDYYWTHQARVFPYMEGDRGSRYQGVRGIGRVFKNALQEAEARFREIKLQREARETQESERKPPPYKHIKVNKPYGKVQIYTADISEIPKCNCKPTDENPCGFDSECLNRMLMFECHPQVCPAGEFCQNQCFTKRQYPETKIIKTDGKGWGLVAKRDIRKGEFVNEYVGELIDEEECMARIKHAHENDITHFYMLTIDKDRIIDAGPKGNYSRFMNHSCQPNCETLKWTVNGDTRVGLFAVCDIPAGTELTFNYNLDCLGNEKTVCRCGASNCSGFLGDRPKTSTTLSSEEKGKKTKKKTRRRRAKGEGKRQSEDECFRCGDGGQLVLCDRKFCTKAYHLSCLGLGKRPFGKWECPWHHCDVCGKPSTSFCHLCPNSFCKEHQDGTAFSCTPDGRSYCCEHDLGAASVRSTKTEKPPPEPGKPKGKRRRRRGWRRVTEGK
C-LANA FP = blocks KSHV LANA C-terminal domain binding to DNA | MBP-C-LANA/FAM-LBS DNA binding, fluorescence polarization | inhibition, % at 9 µM | hit rate 0.078% among 340,000;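 active means highest replicate inhibition at or above 60% at 9 µM, even if other replicates fall short; inactive means all replicates below 60% inhibition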;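 further: 0% = neutral control wells and 100% = 4 µM acridine orange control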
* = called active by the depositor; x = not tested or not shown.

SMILES	SR-BI uptake up	Arr AP2 block	Cardiac RTF inh	Keap1 Nrf2 FP	DAGLB inhibitor	PKA-R2B activ	PvdQ acylase	SR-BI HDL uptake	NSD2 inh	C-LANA FP
Cn1cc(C(=O)c2ccc(Cl)cc2Cl)cc1C(=O)N/N=C(\N)COc1ccc(Cl)cc1Cl	-83.5	1.9	2.3	-0.9	-8.2	8.3	-8.5	83.5*	x	0.3
Cc1ccc2c(c1)nnn2C1CCN(CC(=O)Nc2ccc(F)cc2)CC1	-15.8	-5.4	2.2	-0.5	-3.1	-0.9	-6.4	15.8	-0.2	-0.5
CCOC(=O)c1c(CN2CCN(C)CC2)n(-c2ccccc2)c2cc(Br)c(O)cc12	x	20.7	4.5	-4.4	1.0	3.8	-12.5	x	-2.0	2.2
CCc1ccc2oc(=O)cc(CN3CCN(Cc4ccccc4)CC3)c2c1	-3.1	6.1	-2.5	-8.0	0.2	4.4	-4.8	3.1	2.2	1.8
CC(C)C(=O)Nc1ccc(C(=O)N/N=C/C2CC3C=CC2C3)cc1 (centres undefined)	17.8	11.0	8.5	-0.9	-1.5	16.0	8.1	-17.8	-3.5	0.7
COc1ccc(-n2ccnc2SCC(=O)NO)cc1	x	2.2	-13.1	-3.5	-1.3	-4.9	-23.9	x	-4.2	0.3
COc1ccc(OC)c(C(c2nnnn2Cc2ccccc2)N2CCN(C3CCCCC3)CC2)c1 (centres undefined)	8.1	-1.1	1.1	-2.6	-3.3	-7.8	-14.2	-8.1	x	0.3
CCc1ccc2[nH]cc(C(=O)N3CCCCCC3)c(=O)c2c1	2.2	15.9	2.5	-0.6	-5.3	-8.5	3.3	-2.2	-4.9	0.8
CCCC(=O)NC(=S)c1c(C)n(C)n(-c2ccccc2)c1=O	-14.0	42.4	-6.5	-0.6	-1.0	0.1	1.3	14.0	-1.0	5.2
NC(=S)N/N=C/c1cn(CCC(=O)O)nc1-c1cccc(Br)c1	-4.4	1.6	-6.5	-2.6	1.6	-12.1	-10.0	4.4	-5.5	0.6
CCn1c(COc2cccc(C)c2)nnc1SCC(=O)NC1CCCC1	-5.4	-0.7	-21.1	-0.4	-0.8	-3.0	-7.1	5.4	-6.7	-0.1
NC(=O)C1CCN(c2oc(/C=C/c3ccc(F)cc3)nc2S(=O)(=O)c2ccccc2)CC1	0.9	-9.2	4.0	-20.2	1.2	-2.7	9.6	-0.9	-12.5	0.0
O=S(=O)(NCC1CCN(S(=O)(=O)c2ccccc2)CC1)c1ccccc1	18.2	5.7	0.4	1.5	2.0	11.0	-7.5	-18.2	2.0	0.6
c1ccn(-c2ncnc3sc4c(c23)CCCC4)c1	-2.1	-1.8	-5.6	-3.4	-3.8	-1.9	6.0	2.1	10.9	0.6
CCC1Oc2ccccc2N(CC(=O)NCCCN2CCN(Cc3ccccc3)CC2)C1=O (centres undefined)	0.0	-9.2	-9.3	4.2	0.1	-3.6	-8.2	0.0	-0.7	0.9
O=C(CCc1c[nH]c2ccccc12)NCc1ccco1	19.9	-14.2	-4.8	0.0	-0.5	-8.7	-7.3	-4.2	-3.0	0.7
O=C(NNS(=O)(=O)c1ccc([N+](=O)[O-])cc1)c1ccc([N+](=O)[O-])cc1	-27.0	3.2	-4.8	-9.8	2.4	8.2	-13.8	27.0	4.6	2.6
CNCCOc1ccccc1C(C)(C)C	21.9	14.2	-5.4	0.0	-0.9	1.9	-0.3	-21.9	39.1	-2.2
Cc1ccccc1CS(=O)(=O)c1ncc(Cl)c(C(=O)Nc2ccc(F)cc2)n1	3.8	-7.5	-7.9	-2.4	2.2	11.9	6.3	-3.8	-1.2	1.1
CCCOc1ccc(C(=O)N2CCN(Cc3ccc4c(c3)OCO4)CC2)cc1	-26.7	-1.4	-4.1	-2.2	-4.7	-4.7	-9.4	26.7	3.2	-1.0
CCOc1cc(C2C(C(=O)c3ccco3)=C(O)C(=O)N2CCc2ccccc2)ccc1O (centres undefined)	1.0	-5.6	-5.3	5.7	-0.8	-3.8	-8.7	-1.0	1.0	0.6
NC(=O)C1CC(=O)N(c2ccc(OCC(=O)Nc3ccccc3F)cc2)C1 (centres undefined)	29.4	17.9	-14.8	-3.5	1.5	11.6	-9.7	-29.4	-1.7	1.0
COCCNC(=S)N1CCc2cc(OC)c(OC)cc2C1COc1ccc(F)cc1 (centres undefined)	-61.6	31.0	-3.7	-4.6	-0.8	-8.3	6.1	61.6	-5.3	5.8
CSc1ccc(NC(=O)Nc2ccc(C(=O)NCC(=O)O)cc2)cc1	-13.5	20.4	2.6	-0.2	0.1	5.7	0.2	13.5	25.7	3.2
c1ccc(Nc2nc(-c3ccccn3)cs2)cc1	-8.9	33.0	-7.2	-0.9	0.1	14.2	-4.6	8.9	-4.5	3.0
N#Cc1c(SCC(N)=O)nc2c(c1-c1ccc(O)cc1)CCCC2	-0.8	3.1	-4.5	1.0	-0.4	-0.1	-2.0	0.8	x	4.2
CC1CC(C)CN(S(=O)(=O)c2ccc(Oc3ccc([N+](=O)[O-])cc3)cc2)C1 (centres undefined)	-8.1	-13.6	-3.6	-5.3	-14.6	4.4	-5.2	8.1	-3.4	0.8
CC(C)(C)c1ccc(C(=O)NC2CCS(=O)(=O)C2)cc1 (centres undefined)	2.7	4.2	-19.9	-7.6	-1.9	6.6	-7.3	-2.7	1.3	0.2
Cc1ccc(C(=O)OCC(=O)Nc2ccc3c(c2)OCO3)cc1S(=O)(=O)N1CCOCC1	-13.7	-2.4	-10.6	2.0	-4.0	-9.3	-6.6	13.7	6.3	0.5
CC(=O)Nc1ccc(NC(=O)CCOc2ccccc2C)cc1	x	6.3	5.3	5.2	1.1	-10.0	-2.7	x	12.3	-1.5
O=C(CNC(=O)c1ccc(F)cc1)c1ccc(Cl)cc1	0.2	37.1	7.4	-1.0	-2.3	0.7	2.6	-0.2	-0.2	0.7
Cc1ccc(S(=O)(=O)N2CCN(CC(O)CN3CCOCC3)CC2)cc1 (centres undefined)	10.2	0.8	0.6	-2.6	-2.2	-1.5	11.5	-10.2	-0.8	-1.6
CCOC(=O)C(C(=O)OCC)C(CC(=O)C1CC1)c1ccccc1 (centres undefined)	15.9	-10.9	-2.4	-5.7	-0.8	-11.9	-5.9	-15.9	0.1	-1.0
CC(=O)Nc1nc2ccc(NC(=O)c3ccco3)cc2s1	-20.2	-1.7	-0.2	-2.3	1.6	4.9	-11.9	20.2	2.1	2.6
Cc1cccc(C(=O)OCN2C(=O)c3ccccc3C2=O)c1[N+](=O)[O-]	11.1	37.0	-0.8	1.7	4.6	-2.1	8.9	-11.2	0.0	0.9
Cc1ccc2[nH]c3c(=O)n(CC(=O)N4CC(C)CC(C)C4)ncc3c2c1 (centres undefined)	32.4	-7.8	0.9	1.5	1.0	-2.3	-2.3	-32.4	-5.3	0.1
O=C(OCc1ccccc1)c1cn(-c2ccccc2)nc1-c1ccncc1	-33.9	31.1	-2.5	-5.4	-6.0	5.6	2.1	33.9	-2.0	0.9
CC(C)C(=O)N1c2ccccc2NC2=C(C(=O)CCC2)C1c1ccc(N(C)C)cc1 (centres undefined)	-0.9	8.5	-15.1	-0.6	1.1	5.8	-9.0	0.9	-1.5	0.2
Cc1ccc(OCC(=O)Nc2cc(S(=O)(=O)N3CCCCC3)ccc2C)c([N+](=O)[O-])n1	9.7	-6.0	11.0	1.2	-0.1	-8.6	-11.6	-9.7	1.6	0.5
CCCn1c(NC(=O)c2ccc([N+](=O)[O-])o2)nc2ccccc21	-15.6	6.4	-13.8	1.1	5.1	5.1	-5.1	15.6	-3.7	4.6

One compound at a time, as listed above. Order of values: SR-BI uptake up | Arr AP2 block | Cardiac RTF inh | Keap1 Nrf2 FP | DAGLB inhibitor | PKA-R2B activ | PvdQ acylase | SR-BI HDL uptake | NSD2 inh | C-LANA FP
`CC1CC(C)CN(S(=O)(=O)c2ccc(Oc3ccc([N+](=O)[O-])cc3)cc2)C1` (centres undefined) is listed with -8.1 | -13.6 | -3.6 | -5.3 | -14.6 | 4.4 | -5.2 | 8.1 | -3.4 | 0.8
`CC(C)(C)c1ccc(C(=O)NC2CCS(=O)(=O)C2)cc1` (centres undefined) is listed with 2.7 | 4.2 | -19.9 | -7.6 | -1.9 | 6.6 | -7.3 | -2.7 | 1.3 | 0.2
`N#Cc1c(SCC(N)=O)nc2c(c1-c1ccc(O)cc1)CCCC2` is listed with -0.8 | 3.1 | -4.5 | 1.0 | -0.4 | -0.1 | -2.0 | 0.8 | x | 4.2
`NC(=O)C1CC(=O)N(c2ccc(OCC(=O)Nc3ccccc3F)cc2)C1` (centres undefined) is listed with 29.4 | 17.9 | -14.8 | -3.5 | 1.5 | 11.6 | -9.7 | -29.4 | -1.7 | 1.0

Later entries
SMILES	SR-BI uptake up	Arr AP2 block	Cardiac RTF inh	Keap1 Nrf2 FP	DAGLB inhibitor	PKA-R2B activ	PvdQ acylase	SR-BI HDL uptake	NSD2 inh	C-LANA FP
CCC(Oc1ccc(Br)cc1Cl)C(=O)Nc1nnc(C2CC2)s1 (centres undefined)	33.9	-8.5	-5.4	-5.3	0.5	-12.0	-14.9	-33.9	1.2	-0.3
COc1cc(CN2CC(=O)N(c3ccc(C)c(C)c3)C2=S)cc(OC)c1OC	-9.7	1.6	5.8	0.4	-0.6	7.6	6.3	9.7	-1.4	0.6
CC(NC(=O)CN1CCOCC1)c1ccc(F)cc1 (centres undefined)	7.1	-6.1	5.7	-5.2	-0.9	-9.3	3.8	-7.1	-1.2	0.5
CN(C(=O)CCc1nnc(CCCCc2ccccc2)o1)C1CC(C)(C)NC(C)(C)C1	-2.3	25.0	-11.1	-2.0	1.9	4.5	-8.7	2.3	1.0	4.4
CCOc1ccc(NC(=O)COc2ccc(-n3cnnn3)cc2)cc1	-0.7	-5.9	-2.7	-0.2	-0.7	-2.7	-11.3	0.7	5.9	-0.3
Cc1cccc(NC(=O)CSc2nnc([C@@H]3CCCN3C(=O)OC(C)(C)C)o2)c1C	9.8	4.5	2.6	5.7	-2.5	11.8	-7.9	-9.8	6.5	-0.4
O=C(CCN1C(=O)/C(=C/C=C/c2ccccc2)SC1=S)Nc1cccnc1	-0.8	0.7	-15.9	-0.1	2.8	-19.8	-11.3	0.8	1.3	1.4
O=C1CSc2ccc(C(=O)NCc3ccccn3)cc2N1	3.3	3.7	-16.0	-0.3	0.1	0.3	-3.4	-3.3	22.8	-1.1
Cc1ccc(C(C)NC(=O)c2ccncc2)c(C)c1 (centres undefined)	-5.9	-4.8	-3.7	-5.6	-1.8	-12.5	7.3	5.9	-0.9	0.0
COC(=O)c1ccccc1S(=O)(=O)N1CCC(NC(=O)C(Cc2cccc(OC)c2OC)NC(C)=O)CC1 (centres undefined)	x	26.9	-4.4	5.2	-1.1	-0.9	-4.4	x	-0.4	-1.0
Cc1noc(C)c1C(=O)Nc1nc2ccccc2s1	21.0	-2.2	-5.2	-2.2	-0.3	-5.8	-16.9	-21.0	-4.1	0.4
COC(=O)CSc1nc(N)c2c3c(sc2n1)C(c1ccccc1)SC(c1ccccc1)C3 (centres undefined)	-3.9	-1.7	-24.1	-0.9	1.6	3.6	-10.0	3.9	-1.0	-0.1
